EphB4 ephrin blk: blocks human EphB4 binding to ephrin-B2. EphB4 LBD / TNYL-RAW-Alexa532 peptide, fluorescence polarization. inhibition, % at 7 µM. hit rate 0.15% among 97,000. AID 720;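 active = inhibition above the screen-wide mean inhibition plus 3 SD, cut at about 15% in these data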;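 note: 0% = DMSO wells and 100% = excess unlabeled TNYL-RAW peptide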
Plk1 PBD FP: Plk1 (human) PBD binding inhibition. P53350. Plk1 PBD phosphopeptide binding, fluorescence polarization. inhibition, %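 (tested at about 20 µM)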. hit rate 0.13% among 97,000; in the data active = inhibition above about 34%, passing the limit was not always enough
PTPN22 act: LYP (human) phosphatase activation. Q9Y2R2. recombinant LYP, DiFMUP fluorescence; 0 = plate median, 100 = signal doubled. activation, % at 2 µM. hit rate 0.11% among 96,000. AID 697;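 active = activation at 2 µM above a set limit, the mean plus 5 SD, cut at about 37% in these data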
Target sequence (Q9Y2R2 whole entry, looked up): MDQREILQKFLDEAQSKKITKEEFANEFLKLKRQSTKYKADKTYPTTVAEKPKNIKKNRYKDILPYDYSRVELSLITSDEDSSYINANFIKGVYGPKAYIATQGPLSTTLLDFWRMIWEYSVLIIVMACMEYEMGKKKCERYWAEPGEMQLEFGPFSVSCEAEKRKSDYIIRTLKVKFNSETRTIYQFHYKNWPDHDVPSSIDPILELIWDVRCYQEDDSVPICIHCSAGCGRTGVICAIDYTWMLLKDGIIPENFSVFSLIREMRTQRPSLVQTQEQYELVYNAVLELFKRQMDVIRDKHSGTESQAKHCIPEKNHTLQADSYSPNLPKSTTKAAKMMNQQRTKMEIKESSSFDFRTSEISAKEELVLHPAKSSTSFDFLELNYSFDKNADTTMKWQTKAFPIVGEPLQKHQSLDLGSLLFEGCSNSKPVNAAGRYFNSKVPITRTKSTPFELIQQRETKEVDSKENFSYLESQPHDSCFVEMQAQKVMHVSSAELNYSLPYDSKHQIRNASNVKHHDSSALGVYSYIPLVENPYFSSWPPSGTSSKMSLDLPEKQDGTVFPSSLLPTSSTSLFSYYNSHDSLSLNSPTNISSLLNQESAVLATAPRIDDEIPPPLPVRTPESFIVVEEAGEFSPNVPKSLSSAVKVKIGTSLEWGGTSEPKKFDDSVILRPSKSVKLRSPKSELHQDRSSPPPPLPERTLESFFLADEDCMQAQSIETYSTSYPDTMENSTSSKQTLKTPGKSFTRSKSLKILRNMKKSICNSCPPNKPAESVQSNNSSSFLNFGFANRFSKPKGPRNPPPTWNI
FAK blocker: FAK (human) kinase inhibition; AID 727; inhibition, %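 (tested at 7 µM)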; Q05397; hit rate 0.84% among 97,000; biochemical FAK kinase activity assay; in the data active = inhibition above about 19%;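 note: 0% = DMSO and 100% = reference compound high control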
PTPN22 inh 2: inhibitors of human LYP (PTPN22) phosphatase | Q9Y2R2 | recombinant LYP catalytic domain, DiFMUP fluorescence | hit rate 0.21% among 96,000 | inhibition, % at 2 µM;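 active = inhibition at 2 µM at or above a set limit, the screen mean plus 3 SD, cut at about 24% in these data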;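 note: 0% = DMSO with enzyme and 100% = enzyme fully blocked by orthovanadate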
PLK1 kinase inh: PLK1 (human) kinase inhibition; P53350; recombinant PLK1 kinase, TR-FRET peptide phosphorylation; inhibition, % at 10 µM; hit rate 0.53% among 97,000;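 active = inhibition of 50% or more in the single-concentration screen; inactive = inhibition below 50%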;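 note: 0% = DMSO max control and 100% = H-89 dihydrochloride min control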
Pyk2 oligo antag: blocks oligomerization of human Pyk2 in cells | Q14289 | Q293 cells, Pyk2 FERM NanoBiT luminescence; active compounds read low | z-score (the deposit names both 25 µM and 10 µM) | hit rate 0.83% among 99,000 | AID 1347419;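 active = Z-score of -3 or lower, scaled per plate to the spread of control and sample wells; inactive = z-score above -3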;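 note: negative z-score means lost luminescence so less FERM oligomerization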
F-actin modifier: cytoskeleton assembly modification; HUVEC TNFa F-actin phalloidin imaging, high content; inhibition, % at 2 µM; hit rate 0.18% among 91,000;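 active = inhibition above the batch mean plus 3 SD and confirmed as a hit by visual image inspection, cut at about 30% in these data, passing the limit was not always enough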; note: strong numbers were not always called active
Rev-RRE block: HIV Rev-RRE protein-RNA interaction inhibition. P05866. Rev peptide-RRE RNA binding, FRET. inhibition, % at 8 µM. hit rate 0.79% among 97,000;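 active = inhibition above the screen-wide mean plus 3 SD, cut at about 35% in these data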;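 note: 0% = median DMSO wells and 100% = median Neomycin B control wells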
Target sequence (P05866 whole entry, looked up): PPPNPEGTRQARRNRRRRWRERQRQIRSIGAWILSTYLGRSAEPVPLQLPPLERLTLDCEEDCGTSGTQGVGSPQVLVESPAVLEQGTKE
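Test system – labelled RRE RNA duplex and labelled Rev peptide · Signal – fluorescein-to-Cy5 FRET, 480 nm excitation · Evaluation – % inhibition of FRET ratio versus controls · Benchmarks – DMSO low control, neomycin B high control · Incubation – 5 min RNA-compound premix plus 15 min binding step, 25 °C · Medium – HEPES pH 7.5 salt buffer with EDTA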
The depositor's hits bear a star; . = no result given; [ ] = remark or other dose. This is a random part of the collection. About 3.5% of those tested had a hit in this group.

SMILES	EphB4 ephrin blk	Plk1 PBD FP	PTPN22 act	FAK blocker	PTPN22 inh 2	PLK1 kinase inh	Pyk2 oligo antag	F-actin modifier	Rev-RRE block
Fc1ccc(COc2ccc(/C=N/n3cnnc3)cc2)cc1	4	-15	-2	0	2	4	0.47	-4	13
Cc1cnc(-c2nnc(N(C)C(=O)c3cccnc3)s2)cn1	-4	12	-8	-2	6	-3	0.65	39	4
Fc1ccc(-c2cnc[nH]2)cc1	1	-4	-2	-1	5	-4	0.58	3	6
CC1(C)CC(O)(CNCc2ccc3c(c2)OCO3)CCO1 (stereo not given)	3	-12	-13	3	15	-5	0.32	-12	7
Cc1ccc(S(=O)(=O)N2CCN(C(=O)C3Cc4ccccc4CN3C(=O)c3ccco3)CC2)cc1 (stereo not given)	-5	-8	5	0	-6	-4	1.3	15	2
CC(=O)Nc1ccc(S(=O)(=O)N2CCN(CCCOc3ccccc3Cl)CC2)cc1	3	-15	-10	-1	7	-6	-1.2	-12	5
Nc1ccc2nc(SCc3ccc([N+](=O)[O-])cc3)sc2c1	-7	22	-7	3	9	-12	-0.79	8	1
CC(C)OP(=O)(OC(C)C)C(NC(=O)c1cccc([N+](=O)[O-])c1)C(N)=O (stereo not given)	0	-9	1	-1	1	15	-0.94	-31	2
CCN1C(=O)/C(=C/N2CCc3ccccc32)SC1=S	6	-21	0	-2	0	-13	-0.5	-11	18
O=C(CN1C(=O)C2C3C=CC(C3)C2C1=O)N1CC(=O)N(CCc2ccccc2)C(=O)C1 (stereo not given)	-2	8	4	-2	-7	-13	0.27	25	9
NC(=O)CCS(=O)(=O)CCN1CCCCC1	2	-21	-8	-3	10	1	0.74	-2	8
C=CCNc1nnc(Cl)c2ccccc12	6	6	3	1	2	-2	2.6	-32	4
Cc1sc2nc(SCc3nnc(-c4cccs4)o3)n(C3CCCC3)c(=O)c2c1C	1	-11	14	5	-16	-8	-0.51	12	13
COC(=O)c1cccc(NC(=O)C23CC4CC(C2)CC(n2cncn2)(C4)C3)c1	-4	-35	4	-2	-12	-24	-0.35	5	3
CSc1cc(C)nc(N(C)C(C)=O)n1	-5	-15	4	-1	-7	-19	-0.21	7	5
CCCn1c(C(O)c2ccc3c(c2)OCO3)nc2ccccc21 (stereo not given)	-4	13	-10	4	8	-1	-1.1	16	2
COc1cccc(N(C(C)=O)c2nc(C)cc(C)c2C#N)c1	0	-9	5	0	-1	-2	1.9	-38	2
O=C(CN(C1CCCCC1)C1CCCCC1)N1CCc2ccccc2C1	-4	7	1	-2	-3	-13	-0.05	-3	8
Cc1cccc(-c2nnc(SCc3cc(=O)[nH]c4ccccc34)n2C)c1	3	-5	-4	-4	0	-2	-0.29	-2	7
O=S(=O)(Nc1ccc2c(c1)nc1n2CCOC1)c1ccccc1	-6	-16	6	1	-6	-7	-0.88	.	-1
Cc1ccc2c(Cl)cc(Cl)c(OCC(=O)Nc3cc(C)on3)c2n1	-7	17	2	1	1	-10	.	12	0
Cc1ccc(OCn2c(=O)sc3ccccc32)cc1	2	-14	11	3	-17	-8	-1.5	6	13
CCCCC(=O)N(c1ccc(OC)cc1)C1C=CS(=O)(=O)C1 (stereo not given)	0	-6	-3	1	6	-10	0.17	-5	5
COC(=O)C1=C(C)N(C2CCCCC2)C(=O)C1	-5	0	4	2	-4	12	-0.28	2	0
CC(=O)Nc1ccc(C(=O)OCC(=O)NC(=O)NC(C)(C)C)cc1	-5	8	4	5	-2	0	0.37	-4	2

The list goes on (four carried over from the part before).
SMILES	EphB4 ephrin blk	Plk1 PBD FP	PTPN22 act	FAK blocker	PTPN22 inh 2	PLK1 kinase inh	Pyk2 oligo antag	F-actin modifier	Rev-RRE block
Cc1ccc(OCn2c(=O)sc3ccccc32)cc1	2	-14	11	3	-17	-8	-1.5	6	13
CCCCC(=O)N(c1ccc(OC)cc1)C1C=CS(=O)(=O)C1 (stereo not given)	0	-6	-3	1	6	-10	0.17	-5	5
COC(=O)C1=C(C)N(C2CCCCC2)C(=O)C1	-5	0	4	2	-4	12	-0.28	2	0
CC(=O)Nc1ccc(C(=O)OCC(=O)NC(=O)NC(C)(C)C)cc1	-5	8	4	5	-2	0	0.37	-4	2
CC(C)(C)Nc1c(N)c(=O)oc2ccccc12	8	-6	-14	2	19	-6	1.4	-4	5
CC1=C(C#N)C(c2cccnc2)C2=C(CC(c3ccc(Cl)cc3)CC2=O)N1 (stereo not given)	-1	-15	2	3	0	-5	-1.4	-8	6
Cc1cccc(NC(=O)CSc2nnc(-c3cnccn3)n2Cc2ccco2)c1	0	10	10	2	-13	-9	-0.63	-2	7
COc1ccc(S(=O)(=O)Nc2ccccc2C(=O)NCc2ccco2)cc1Br	3	18	-11	2	9	-5	-0.2	19	4
N#Cc1cc2c(nc1SCc1cccnc1)CCCCC2	1	11	3	4	-2	-7	-2	-5	3
CC1=Nc2ccccc2/C1=C\c1nc(-c2ccc(C(F)(F)F)cc2)oc1O	25*	-45	-2	5	4	-27	-2.3	5	126*[fluorescence artefact?]
CCOc1cc(C=O)ccc1OCCCN1C(=O)NC(C)(C)C1=O	5	0	-9	-2	12	-14	0.84	12	3
CCCc1[nH]n(-c2nc3ccccc3s2)c(=O)c1C=NCC(C)C	2	-18	-2	1	3	-8	-0.76	-8	16
CC1=C(C(=O)OC(C)C)C(C2CC=CCC2)NC(=O)N1 (stereo not given)	-6	-11	-3	1	1	0	-0.89	-7	2
CCOC(=O)CC1C(=O)NCCN1C(=O)c1ccc(F)cc1F (stereo not given)	1	-8	-12	1	13	-5	0.75	26	2
COc1ccc2oc(=O)c(C(=O)Oc3ccc(NC(C)=O)cc3)cc2c1	1	-7	-3	6	6	-17	0.79	16	8
O=C(CS(=O)(=O)Cc1ccccc1)Nc1ncccn1	1	-23	-7	0	6	-7	0.37	-8	9
O=C(NCC1CCCO1)c1ccc(COCC(F)(F)C(F)F)cc1 (stereo not given)	2	-6	-12	0	9	4	1.1	0	-5
Cc1cc(NC(=O)CSc2nc(-c3ccc(F)cc3)cs2)no1	-5	3	0	-3	-2	6	1	1	-1
Cn1c(=O)oc2cc(S(=O)(=O)N3CCN(c4ccc(F)cc4)CC3)ccc21	1	-2	-5	5	9	-6	1.4	-1	28
Cc1c(Cl)cnc(NC(=O)CSc2nnc3ccccn23)c1Cl	4	-13	-6	-1	4	-13	0.92	-3	5
CCC(=O)N1CCN(c2ccccc2NC(=O)COc2cc(C)ccc2C(C)C)CC1	11	1	-6	-1	5	-8	-2.7	-43	9
CCOc1ccc(Nc2nc3cc(S(=O)(=O)N(CC)CC)ccc3o2)cc1	1	0	1	1	-2	-16	-2.5	-5	8
CCOCC(=O)Nc1nc2c(s1)C(=O)CC(C)(C)C2	-5	10	-6	0	4	41	.	5	3
COc1ccc2c(c1)C1NC(=S)N[C@@](C)(O2)C1C(=O)Nc1ccccc1 (stereo not given in full)	-3	-19	25	-2	-28	-2	-0.2	-7	4
O=C(Nc1ccccc1)N1CCOCC1	1	-12	0	-2	3	-12	0.61	-6	6
Nc1nnc(Cc2ccc(Cl)cc2Cl)s1	-9	6	7	-1	-8	-1	1.1	-9	9
CC1CC(C)CN(S(=O)(=O)c2ccc(C(=O)NCc3ccc4c(c3)OCO4)cc2)C1 (stereo not given)	1	-26	-3	-2	1	-5	-0.81	0	0
O=C(CSc1nnnn1C1CCCCC1)N1c2ccccc2Sc2ccccc21	-3	0	-2	2	-2	-17	-1.8	.	11
O=c1[nH]c2ccc(NC(=S)Nc3ccccc3Cl)cc2[nH]1	4	-24	5	1	-6	-2	0.52	-25	6

(cont.)
SMILES	EphB4 ephrin blk	Plk1 PBD FP	PTPN22 act	FAK blocker	PTPN22 inh 2	PLK1 kinase inh	Pyk2 oligo antag	F-actin modifier	Rev-RRE block
Cc1c(Cl)cccc1N(CC(=O)O)S(C)(=O)=O	-5	25	12	1	-11	-1	-0.21	-6	1
O=C(OCCN1C(=O)c2ccccc2C1=O)c1ccc(S(=O)(=O)N2CCCCCC2)cc1	-1	4	-5	-1	3	-16	0.53	-7	-1
O=C(O)c1cn(-c2ccccc2)nc1-c1ccncc1	-5	7	2	1	-4	-16	0.64	-2	7
N#Cc1ccc(OCC(=O)NCCc2ccccn2)cc1	4	-6	5	1	-7	-11	-0.32	2	-1
CCCCc1nc(N2CCOCC2)c(C#N)c2c1CCCC2	-5	11	6	1	-7	3	-1	-14	3
Cc1n[nH]c(=O)nc1NCC1CCCO1 (stereo not given)	-3	-3	7	-2	-7	-7	3.5	-12	6
Cn1c(CCC(=O)Nc2ccc(N3CCOCC3)cc2)nc(=O)c2ccccc21	2	-28	1	3	-3	1	0.27	0	6
CCCc1nnc(SCC(=O)N2CCCCC2C)n1CC (stereo not given)	3	14	-6	-1	8	-6	-0.43	-1	6
Cn1cc(S(=O)(=O)N2CCN(c3cccc(C(F)(F)F)c3)CC2)c(=O)n(C)c1=O	1	-10	-9	2	8	-16	.	0	5
O=C(COc1ccc(S(=O)(=O)NC2CCCCC2)cc1)NCCC1=CCCCC1	-6	-14	3	0	-3	-11	0.9	4	6
COC(=O)c1nn(-c2ccccc2)c(Cl)c1/C=N/OC(=O)c1ccc(Cl)c(Cl)c1	1	-2	8	-3	-10	-9	2.5	-3	3
Nc1ccn(-c2ccc(Cl)cc2)c(=O)c1	-7	4	3	-3	-5	-5	1.4	-26	-2
CCOC(=O)Cc1c(C)nc2cc(-c3ccc(C(C)(C)C)cc3)[nH]n2c1=O	4	3	-14	0	16	-6	1	3	3
CCOc1ccc(NC(=O)CSc2nnc(-c3ccccn3)n2C)cc1	3	1	-2	-1	5	-3	0.06	-21	4
Cc1cc(C)cc(NS(=O)(=O)c2cnc(Cl)c(Cl)c2)c1	5	33	-1	-2	-2	-5	0.21	11	11
c1n[nH]c(SCCCCSc2ncn[nH]2)n1	1	-13	3	-1	-1	-26	0.67	-22	10
O=C(c1cc2c(ccc3ccccc32)o1)N1CCN(c2ncc(C(F)(F)F)cc2Cl)CC1	1	-23	-4	0	5	-15	0.4	-3	10
COc1ccc(NC(=O)CN2CCC(NC(=O)C3CCCCC3)CC2)cc1	-1	-8	-8	0	7	-1	-0.23	34	9
Cc1ccnc(NCn2nnc3ccccc32)c1	-1	-26	11	1	-6	-4	0.05	-41	8
O=C(Nc1nnc(-c2cccs2)o1)c1cccc(Oc2ccccc2)c1	9	-4	-4	-1	3	-15	.	-3	6
O=C(Nc1nc(-c2cccs2)cs1)c1cccc(S(=O)(=O)N2CCCCC2)c1	1	-4	4	-2	-1	-2	-1.2	12	2
COc1ccc(-n2c(C)csc2=S)cc1	-5	-13	0	0	-4	-7	-0.75	-10	3
Cc1c(Cl)cccc1N=Cc1ccc([N+](=O)[O-])s1	-6	-29	-10	25*	12	-4	1.2	-28	10
COC(=O)c1c(C)cc(OC(C)=O)c(C)c1OC(C)=O	9	-31	14	1	-18	-2	0.52	13	5
COC(=O)c1ccc(CN2C(=O)NC3(CCCc4ccccc43)C2=O)o1 (stereo not given)	-3	5	-2	-2	2	-13	-0.93	22	-2
CN1CCN(c2ccc([N+](=O)[O-])c(-n3nc(-c4ccccc4)c4ccccc4c3=O)c2)CC1	0	-6	11	3	-13	-4	-1.6	12	12
Cc1ccc(C(=O)COC(=O)c2ccc(Br)o2)cc1C	-9	-17	3	2	-5	0	-0.67	-14	8
O=C(O)C1[C@H]2C(=O)N(C3CCCC3)C[C@]23C=C[C@H]1O3 (stereo not given in full)	2	-10	2	-6	-5	-5	-0.36	12	6

Structures listed above marked active in FAK blocker:
SMILES	EphB4 ephrin blk	Plk1 PBD FP	PTPN22 act	FAK blocker	PTPN22 inh 2	PLK1 kinase inh	Pyk2 oligo antag	F-actin modifier	Rev-RRE block
Cc1c(Cl)cccc1N=Cc1ccc([N+](=O)[O-])s1	-6	-29	-10	25*	12	-4	1.2	-28	10
